Bioassay records as filed in PubChem.
SENP7 block = SENP7 protease inhibition; inhibition, % at 5 µM; 330,000 compounds, 1.5% hits; Q9BQF6; recombinant SENP7, Z-RLRGG-aminoluciferin luminescence, 40 min;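 active = inhibition above about 50% at the single test dose, limit read from the data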;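 also: plate controls were DMSO with enzyme for no effect and no enzyme buffer wells for full effect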
Target sequence (Q9BQF6 706-1050 limits assumed): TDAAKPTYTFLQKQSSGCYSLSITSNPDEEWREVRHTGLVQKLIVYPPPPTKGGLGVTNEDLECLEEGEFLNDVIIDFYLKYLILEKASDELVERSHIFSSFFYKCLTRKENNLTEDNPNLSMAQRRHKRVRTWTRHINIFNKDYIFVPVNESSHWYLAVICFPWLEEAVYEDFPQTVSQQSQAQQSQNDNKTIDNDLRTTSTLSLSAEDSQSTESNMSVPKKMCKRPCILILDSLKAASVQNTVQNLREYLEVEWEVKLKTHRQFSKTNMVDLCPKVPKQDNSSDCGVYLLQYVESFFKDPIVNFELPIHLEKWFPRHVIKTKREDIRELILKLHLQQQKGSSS
SENP8 block-1 = SENP8 (human) protease inhibition; recombinant SENP8, Nedd8 substrate fluorescence; inhibition, % at 20 µM; 360,000 compounds, 0.64% hits; AID 602440; in the data active = inhibition mostly above about 40%, no sharp cut-off; inactive = mostly below about 27%
Target sequence (Q96LD8 whole entry, looked up): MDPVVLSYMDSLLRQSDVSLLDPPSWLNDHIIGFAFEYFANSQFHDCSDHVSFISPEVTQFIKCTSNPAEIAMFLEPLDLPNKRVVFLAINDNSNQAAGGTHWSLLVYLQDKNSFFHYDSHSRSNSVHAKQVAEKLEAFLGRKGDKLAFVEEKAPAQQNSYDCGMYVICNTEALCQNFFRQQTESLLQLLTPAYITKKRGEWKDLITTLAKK
SENP1 inh = blocks the human SENP1 SUMO protease catalytic domain | recombinant SENP1 catalytic domain, CyPet-SUMO1-YPet FRET cleavage | inhibition, % at 10 µM | 360,000 compounds, 0.21% hits;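 active = inhibition at least 30% at 10 µM, raw YFP signal under a set limit, fluorescence ratio 0.5 to 1.5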;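 also: 0% = enzyme with DMSO and 100% = no enzyme wells; some results filed as inactive read as strong as hits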
Target sequence (Q9P0U3 419-644 limits assumed): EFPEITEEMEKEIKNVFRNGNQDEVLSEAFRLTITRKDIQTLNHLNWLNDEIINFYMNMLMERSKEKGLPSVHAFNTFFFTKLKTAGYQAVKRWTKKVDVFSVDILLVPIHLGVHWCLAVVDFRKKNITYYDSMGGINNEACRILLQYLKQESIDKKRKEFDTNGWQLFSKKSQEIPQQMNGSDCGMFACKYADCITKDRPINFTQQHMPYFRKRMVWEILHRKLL
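Controls: no-enzyme wells low, DMSO-plus-enzyme wells high control. Test system: human recombinant His6-tagged SENP1 catalytic domain enzyme. Reagent: SFCypet-SUMO1-SFYpet FRET protein substrate, 25 nM final. Doses: one dose per compound, 10 µM, 0.5% DMSO. Detection: FRET, CFP and YFP emission. Timing: 50 min reaction at room temperature.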
Apaf1 inhib = inhibitors of human Apaf-1 apoptosome; reconstituted apoptosome caspase-3 activity, DEVD-Rh110 fluorescence; inhibition, % at 20 µM; 330,000 compounds, 0.71% hits; AID 489030; active = inhibition of at least 40% at 20 µM;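 also: plate controls were DMSO wells for no effect and DEVD-CHO caspase inhibitor wells for full effect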
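Material: biochemical Apaf-1 apoptosome reconstitution. Medium: Hepes buffer, pH 7.5. Also added: cytochrome c activation, bis-DEVD rhodamine 110 substrate. Timing: 30 min compound preincubation, 50 min activation, room temperature. Measured by: rhodamine 110 fluorescence at Ex 480/Em 540 nm.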
SENP6 inh = blocks the human protease SENP6; inhibition, % at 10 µM; Recombinant SENP6 catalytic domain, aminoluciferin luminescence; AID 2599; 330,000 compounds, 1.8% hits;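 active = inhibition above about 50% at the single tested dose, limit read from the data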;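 also: plate controls were DMSO wells with enzyme for no effect and DMSO wells lacking enzyme for full effect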
A3G deaminase = blocks human APOBEC3G single-stranded DNA deamination | recombinant A3G, ssDNA deamination FAM/TAMRA fluorescence | 330,000 compounds, 0.28% hits | inhibition, % at 20 µM | Q9HC16;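 active = inhibition of at least 40% at 20 µM, with no more than 30% in the related APOBEC3A deaminase screen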;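 also: plate controls were DMSO wells with A3G for no effect and wells lacking A3G enzyme for full effect; some compounds called inactive have numbers as strong as hits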
UBC13 inh = blocks human UBC13 polyubiquitin chain formation; P61088; TR-FRET; inhibition, % at 20 µM; 330,000 compounds, 0.47% hits; AID 485273; in the data active = inhibition above about 45%, passing the limit was not always enough
Target sequence (P61088 whole entry, looked up): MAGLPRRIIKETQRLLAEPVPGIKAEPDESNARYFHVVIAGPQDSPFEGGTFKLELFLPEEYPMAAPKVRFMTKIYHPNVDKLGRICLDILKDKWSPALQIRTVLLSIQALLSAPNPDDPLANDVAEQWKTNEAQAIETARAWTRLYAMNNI
SENP8 block-2 = SENP8 protease inhibition | inhibition, % at 10 µM | 330,000 compounds, 1.2% hits | AID 2540 | purified SENP8, Z-RLRGG-aminoluciferin cleavage, luminescence; in the data active = inhibition above about 50%
Numbers without * were called inactive; . = no result given.

Results follow in this order: SENP7 block | SENP8 block-1 | SENP1 inh | Apaf1 inhib | SENP6 inh | A3G deaminase | UBC13 inh | SENP8 block-2
1. O=C(Nc1ccc(Cl)cc1)ON=C1CCCC1
 : 2.8 | 10.7 | 0.6 | -2.3 | -8.4 | 0.4 | -0.2 | 2.2
2. CC1(C)N=C(N)N=C(N)N1c1cccc(CN)c1
 : -1.1 | 10.6 | -0.2 | 9.1 | -55.0 | -4.5 | -0.4 | -12.7
3. O=C(Cc1cccs1)Nc1ccc(F)c(F)c1
 : 1.8 | 1.2 | 0.7 | -17.5 | -21.9 | -3.6 | 2.5 | -1.1
4. COc1cc(OC)c(NC(=O)CN(C)S(=O)(=O)c2ccc(-c3ccc(=O)[nH]n3)s2)cc1Cl
 : 3.1 | 20.4 | 2.4 | 22.3 | -12.7 | -0.6 | -22.7 | 3.0
5. O=C(CN1C2=NCCCN2c2ccccc21)c1cccc(Br)c1
 : -6.2 | 18.8 | -0.4 | 4.6 | -7.8 | -1.1 | 11.5 | -9.3
6. COc1ccc(-c2nsc3c(N4CCCCC4C)ncnc23)cc1 (stereo unspecified)
 : 77.9* | -406.4 | 0.0 | 14.2 | 87.8* | -10.2 | 14.8 | 81.0*
7. Cc1ccc2nc(SCC(=O)N3CCCC3)[nH]c2c1
 : -0.9 | 7.7 | 1.8 | -5.7 | 1.2 | -5.9 | 9.4 | 1.0
8. O=C(NNS(=O)(=O)c1ccc(F)cc1F)C1Cc2c(ccc3ccccc23)O1 (stereo unspecified)
 : -6.2 | 10.9 | 0.2 | 8.9 | 6.3 | -3.7 | -9.0 | -7.2
9. Cc1ccc(NC(=O)c2nc[nH]c2C(=O)N2CCc3ccccc3C2)cc1
 : 6.4 | 7.1 | 0.2 | 6.0 | 2.0 | -8.4 | 4.2 | -2.9
10. O=C(CSc1nccc(=O)[nH]1)Nc1ccc2ccccc2c1
 : 3.6 | -29.1 | -20.0 | -4.8 | 2.0 | -6.1 | -2.3 | 13.3
11. COc1ccc(-c2[nH]ncc2-c2ccc(Cl)cc2)c(O)c1
 : 4.0 | 25.1 | -0.9 | 23.8 | -6.6 | -3.0 | 19.9 | -11.6
12. CC1(C)C(=O)Nc2ccccc2N1C(=O)COC(=O)CNS(=O)(=O)c1ccc(F)c(F)c1F
 : -4.8 | 0.9 | 1.1 | -2.2 | -1.9 | -3.5 | -7.3 | 3.3
13. Cc1cccc2c(SCC(N)=O)nc(-c3ccccc3)nc12
 : -1.6 | 17.1 | 0.4 | 1.7 | -1.7 | -5.5 | -2.9 | 1.8
14. CC(C)NC(=O)CCn1nc(-c2ccc(Cl)cc2)c2ccccc2c1=O
 : 3.8 | 1.5 | 2.7 | 0.1 | 15.1 | 10.3 | 0.0 | 3.7
15. O=C(N/N=C/c1c(O)ccc2ccccc12)Nc1ccccc1
 : 0.7 | . | . | -6.5 | -7.1 | 1.9 | -12.3 | -3.5
16. O=C(NCc1cccnc1)c1ccc(NS(=O)(=O)c2cccc([N+](=O)[O-])c2)cc1
 : -3.6 | 5.5 | 2.3 | 1.5 | 7.7 | 2.4 | 1.5 | 3.6
17. CCC(C)(C)n1nnnc1C(c1ccc(OC)c(OC)c1)N1CCN(C(=O)c2ccco2)CC1 (stereo unspecified)
 : 0.1 | 11.6 | 0.6 | 7.7 | 8.4 | 0.5 | -0.9 | 4.9
18. Cc1cc(C)nc(SCc2nnc(SCC(=O)N3CCCc4ccccc43)n2C)n1
 : 1.0 | -35.4 | 1.8 | -3.8 | 4.0 | 6.4 | -7.5 | -9.8
19. CCOc1ccc(S(=O)(=O)NCCC(=O)NCc2ccncc2)cc1
 : -2.2 | 11.3 | -0.1 | -2.9 | -0.2 | -4.5 | -2.3 | 6.2
20. COC(=O)c1ccccc1N(C)C(=O)C12CCC(C)(C(=O)O1)C2(C)C (stereo unspecified)
 : -4.4 | 19.8 | 1.5 | -10.9 | 10.4 | -6.4 | 5.5 | -9.1

The last four entries of the part above lead into the next:
Results follow in this order: SENP7 block | SENP8 block-1 | SENP1 inh | Apaf1 inhib | SENP6 inh | A3G deaminase | UBC13 inh | SENP8 block-2
17. CCC(C)(C)n1nnnc1C(c1ccc(OC)c(OC)c1)N1CCN(C(=O)c2ccco2)CC1 (stereo unspecified)
 : 0.1 | 11.6 | 0.6 | 7.7 | 8.4 | 0.5 | -0.9 | 4.9
18. Cc1cc(C)nc(SCc2nnc(SCC(=O)N3CCCc4ccccc43)n2C)n1
 : 1.0 | -35.4 | 1.8 | -3.8 | 4.0 | 6.4 | -7.5 | -9.8
19. CCOc1ccc(S(=O)(=O)NCCC(=O)NCc2ccncc2)cc1
 : -2.2 | 11.3 | -0.1 | -2.9 | -0.2 | -4.5 | -2.3 | 6.2
20. COC(=O)c1ccccc1N(C)C(=O)C12CCC(C)(C(=O)O1)C2(C)C (stereo unspecified)
 : -4.4 | 19.8 | 1.5 | -10.9 | 10.4 | -6.4 | 5.5 | -9.1
21. C#CCOCCOCCOCCNc1nc(N2CCN(C(=O)CCCCCCCCCCNC(=O)[C@@H](CCC(=O)O)n3cc(CCCCCN)nn3)CC2)nc(N2CCN(C(=O)CCCCCCCCCCNC(=O)[C@H](CO)n3cc(CCCCCN)nn3)CC2)n1
 : 7.9 | 19.4 | -2.3 | 54.4* | -3.4 | -8.7 | 102.1* | -1.5
22. Cc1cc(C)cc(N(CC(=O)Nc2cccc(C)c2C)S(=O)(=O)c2c(C)[nH]c(=O)[nH]c2=O)c1
 : 8.6 | 5.7 | 2.5 | -6.8 | -5.7 | -7.9 | 1.3 | -9.0
23. Cc1cc(C)n(-c2nnc(C)n2/N=C/c2ccc(O)cc2)n1
 : 6.2 | -24.5 | 1.1 | 4.0 | 7.3 | -0.9 | 0.4 | 4.0
24. COc1ccc(CCNS(=O)(=O)c2ccc3[nH]c(=O)[nH]c3c2)cc1
 : -0.6 | -1.9 | -4.9 | -4.0 | -6.0 | -1.2 | -10.3 | -0.9
25. C/C=C\C=C\C(=O)N1CC2(CC(c3cccc(NC(=O)COc4ccc(Cl)cc4)c3)=NO2)C[C@H]1C(N)=O (stereo partly specified)
 : -5.0 | 18.9 | -5.3 | 23.5 | -15.4 | 0.0 | -18.9 | -14.5
26. CC(C)c1cccc(C(C)C)c1NC(=O)COC(=O)c1ccc(OCC(=O)Nc2cccc(C(F)(F)F)c2)cc1
 : 0.9 | 4.5 | 1.6 | -1.1 | 2.0 | -0.5 | -10.5 | 4.0
27. O=C(O)c1cccc(N/N=C(\N=Nc2ccccc2)c2ccccc2)c1
 : 7.4 | 38.3 | 1.3 | -6.0 | 10.9 | -4.4 | -35.8 | -1.9
28. O=C(NCCCN1CCOCC1)c1ccc(Cl)c(S(=O)(=O)N2CCCCCC2)c1
 : 6.4 | 9.7 | 1.2 | 13.0 | 9.0 | 0.2 | -1.4 | 1.8
29. COc1ccccc1NC(=O)c1sc2nc(Cc3ccccc3)cc(C(F)(F)F)c2c1N
 : -5.4 | -50.6 | -22.8 | -7.4 | -3.0 | -4.5 | 13.4 | -2.7
30. COc1ccccc1C(=O)COC(=O)CCCN=C1NS(=O)(=O)c2ccccc21
 : -2.5 | -10.7 | 1.5 | 4.1 | -13.9 | -8.4 | -4.3 | -4.4
31. COc1cccc(CN2CCN(c3ccc(F)cc3)C2=O)c1
 : 1.7 | 21.3 | 3.8 | -19.5 | 5.0 | -12.0 | 18.3 | 0.0
32. O/N=C/c1ccccc1OCc1ccccc1Cl
 : 1.6 | 15.6 | -0.3 | 9.8 | -7.4 | -3.3 | 1.3 | -3.1
33. COc1ccc2oc(=O)c(-c3csc(Nc4ccc(O)cc4)n3)cc2c1
 : 0.4 | -8.7 | 19.3 | 11.0 | 3.3 | -1.6 | 5.9 | -1.8
34. O=C(Nc1ccc2c(c1)OCO2)C1Cc2ccccc2CN1S(=O)(=O)c1cccs1 (stereo unspecified)
 : -0.2 | -5.5 | -6.5 | 6.4 | -18.4 | -0.4 | 1.9 | -3.3
35. CC1CC(C)CN(C(=O)COC(=O)c2cc3ccccc3oc2=O)C1 (stereo unspecified)
 : -5.9 | -286.7 | 5.9 | -6.7 | 18.2 | -3.8 | -1.6 | 3.6
36. O=c1[nH][nH]c(C(F)(F)F)c1C=Nc1cccc(Cl)c1
 : 1.0 | 13.5 | 0.8 | -4.1 | -5.0 | -3.9 | 4.4 | 5.3
37. O=[N+]([O-])c1cc(-c2nc(-c3ccncc3)no2)cc([N+](=O)[O-])c1
 : 12.8 | 5.3 | 1.3 | 2.4 | -6.1 | 3.2 | -2.3 | 2.3
38. CC(=O)NCCc1ccc(S(=O)(=O)Nc2ccc3c(c2)OCCO3)cc1
 : -6.8 | 27.7 | 2.8 | -5.0 | -3.2 | -6.5 | 5.6 | -3.5
39. CC(O)c1c(OCc2ccccc2)ncnc1OCc1ccccc1 (stereo unspecified)
 : 0.5 | 12.6 | 5.7 | 15.1 | -5.8 | -5.2 | 8.8 | 3.1
40. CSc1ccccc1OCc1cc(C(=O)N(C)CCn2nc(C)cc2C)no1
 : 12.2 | 11.9 | -1.3 | 2.7 | -12.8 | -5.2 | -5.2 | -6.5
41. Cc1nc(SCC(=O)Nc2cccc(Cl)c2)n[nH]1
 : 0.8 | 13.1 | 0.7 | -0.7 | 4.7 | -0.7 | 12.5 | -0.4
42. Cc1ccc(S(=O)(=O)NCCNc2ccccc2[N+](=O)[O-])cc1
 : 4.4 | 17.3 | 4.5 | 18.2 | -18.5 | 1.3 | -42.3 | 1.9
43. COc1cc(OC)cc(C(=O)Nc2ccc(Cn3ccnc3)cc2)c1
 : 2.4 | 20.0 | 1.1 | 8.9 | 1.4 | -0.8 | 2.5 | -7.1
44. Cn1c(=O)c2c(-c3ccccc3)n(-n3cnnc3)cc2n(C)c1=O
 : 3.4 | 4.7 | 8.4 | -4.3 | 2.6 | -2.4 | -1.5 | 1.1
45. O=C(COC(=O)/C=C/c1ccccc1Cl)NC(=O)Cc1ccccc1
 : -6.0 | 5.2 | 0.8 | 6.2 | -16.2 | -8.7 | 17.7 | -8.7
46. Cn1nc(-c2ccccc2)cc1NC(=O)Nc1ccccc1F
 : -9.2 | 13.6 | 0.5 | 5.0 | -17.0 | -9.4 | 5.1 | -13.1
47. CCn1c(SCC(=O)N2CCCC2)nnc1-c1ccc(N)cc1
 : 0.6 | 23.9 | 0.4 | -6.4 | 0.8 | 24.6 | 3.7 | -1.8
48. CCC1(C)NC(=O)N(CC(=O)N2CCC(Cc3ccccc3)CC2)C1=O (stereo unspecified)
 : -0.3 | 9.0 | -0.4 | 58.3* | -5.4 | -8.3 | 64.5* | -3.9
49. O=C(C[C@@H]1C/C=C\C[C@@H](Cc2ccc(F)cc2)C(=O)OCCNC1=O)N[C@H](CO)Cc1ccccc1
 : -2.0 | 12.2 | -0.5 | -3.8 | -4.6 | -10.7 | 15.2 | 4.1
50. CC(C)CC(C(=O)Nc1ccc2c(c1)OCCO2)N1C(=O)c2ccccc2C1=O (stereo unspecified)
 : 12.2 | 14.6 | 1.2 | 0.8 | -4.8 | -1.0 | -5.1 | -9.0
51. CCOc1ccc(CNC(=O)NS(=O)(=O)c2ccc(OC)cc2)cc1
 : -0.4 | 3.0 | 0.9 | 9.3 | -9.1 | -7.5 | -3.9 | -1.9
52. CCn1c(C)c(C(C)=O)c(NCc2ccccc2)nc1=S
 : 6.3 | 2.2 | -4.0 | -9.0 | -9.1 | -8.6 | 25.2 | 3.6
53. Cc1cc(NC(=O)Cn2nc(C(F)(F)F)c3c2CCC3)no1
 : 3.8 | 12.4 | 0.5 | 2.3 | -4.2 | -0.1 | -0.2 | -2.7
54. O=C(Nc1ccc(Cl)cc1C(F)(F)F)c1ccccc1
 : -12.1 | 12.2 | 0.8 | 11.1 | -18.0 | -9.7 | 0.9 | -14.6
55. COc1ccc(OCC(O)CNC(=O)c2ccccc2)cc1 (stereo unspecified)
 : -14.1 | 22.2 | 0.5 | 7.3 | -21.6 | -7.3 | -5.3 | -8.4
